TCR act – activates T cell receptor signaling; AID 504894; Potency, µM (top dose mostly 9.22 µM), for inactives: at the top dose activation of IL-2 secretion, actives largely listed as activators; primary human leukocytes, anti-CD3, IL-2 HTRF, 48 h; 330,000 tested, under 10 active; further: % of control where 0% means no effect
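Primary human leukocytes receive a-CD3 beads and test compound and are incubated 48 hr. Secreted IL-2 is then assayed by HTRF, measuring 665nm acceptor emission after 320nm excitation of the europium donor.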
ASM inhibitor – inhibitors of human secretory acid sphingomyelinase | Potency, µM (series often up to 57.5 µM), without a hit: top-dose activity change, negative = inhibition, most hits filed as inhibitors | P17405 | hit rate 0.006% among 340,000 | placental ASM, HMU-PC fluorogenic substrate, 60 min; further: potency means the concentration at half of the fitted maximal effect
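Human placenta-derived ASM preincubated with compound 10 min at room temperature, then reacted with 9 uM (final) fluorogenic HMU-PC substrate for 60 min at 37 C. Stop solution raises pH to 10; fluorescence read at Ex 386/Em 447 nm.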
TSHR antagonist – human thyrotropin receptor antagonism | TSHR-expressing cells, TSH-stimulated cAMP HTRF, 2 h; stronger effect = lower value | hit rate 0.2% among 330,000 | activity change, negative = inhibition, % at 11.5 µM;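 active means activity change below a set negative limit, meaning inhibition stronger than a set level, cut at about -70% in these data; inconclusive means activity change between two set negative limits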; further: on the % scale 0 is the no-effect control and ±100 the full control effect
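TSHR-expressing cells were treated with compounds, then stimulated with TSH at EC80 (4nM final) for 2 hours at 37 deg C. Cellular cAMP was measured by HTRF competition between lysate cAMP and cAMP-d2 for a cryptate-labelled anti-cAMP antibody.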
PTAP TSG101 blk – blocks PTAP/TSG101 interaction to inhibit HIV-1 budding; Q99816; Fluorescence polarization, FITC-PTAP peptide / Tsg101 binding; Potency, µM (series often up to 115 µM), for inactives: at the top dose activity change, negative = inhibition, usual class: inhibitors; 340,000 tested, under 10 active; AID 493005; active means well fitted inhibition curve with a large enough effect in the main read-out, with a control signal flat, not every such curve was filed as active; inconclusive means small, poorly fitted or top-dose-only effect, or effect the other way, or a change in a side signal; inactive means no such curve, though single readings can be large or run the other way; further: potency means the concentration at half of the fitted maximal effect; % of control where 0% means no effect
Target sequence (Q99816 whole entry, looked up): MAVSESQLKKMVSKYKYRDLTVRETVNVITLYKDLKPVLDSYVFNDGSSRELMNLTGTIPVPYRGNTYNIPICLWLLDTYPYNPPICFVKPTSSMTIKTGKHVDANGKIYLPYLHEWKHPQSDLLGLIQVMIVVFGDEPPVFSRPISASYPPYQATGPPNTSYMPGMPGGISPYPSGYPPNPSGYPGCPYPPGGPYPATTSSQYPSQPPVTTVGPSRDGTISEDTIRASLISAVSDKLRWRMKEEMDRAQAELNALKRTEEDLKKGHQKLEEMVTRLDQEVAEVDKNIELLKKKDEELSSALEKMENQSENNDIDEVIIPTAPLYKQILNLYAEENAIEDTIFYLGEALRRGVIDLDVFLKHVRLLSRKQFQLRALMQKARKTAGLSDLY
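Compounds were pin-transferred onto Tsg101 binding domain (10 uM final) in HEPES pH 7.5 buffer, then FITC-PTAP peptide was added at 50 nM final. After 20 min at RT, polarization reported peptide displacement across a qHTS concentration series.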
MBNL1-CUG inh – blocks human MBNL1 binding to CUG repeat RNA; TR-FRET MBNL1-His/biotin-(CUG)12 binding, 665/545 ratio; Potency, µM (doses to about 57.5 µM), for the others: at the top dose activity change, negative = inhibition, usual class: inhibitors; hit rate 0.036% among 280,000; AID 2675; active means well fitted inhibition curve with a large enough effect in the signal ratio, with a control signal flat, not every such curve was filed as active; inconclusive means small, poorly fitted or top-dose-only effect, or effect the other way, or a change in a side signal; inactive means no such curve, though single readings can be large or run the other way; the % refers to the signal ratio; further: potency means the concentration at half of the fitted maximal effect; on the % scale 0 is the no-effect control and ±100 the full control effect
Target sequence (Q9NR56 whole entry, looked up): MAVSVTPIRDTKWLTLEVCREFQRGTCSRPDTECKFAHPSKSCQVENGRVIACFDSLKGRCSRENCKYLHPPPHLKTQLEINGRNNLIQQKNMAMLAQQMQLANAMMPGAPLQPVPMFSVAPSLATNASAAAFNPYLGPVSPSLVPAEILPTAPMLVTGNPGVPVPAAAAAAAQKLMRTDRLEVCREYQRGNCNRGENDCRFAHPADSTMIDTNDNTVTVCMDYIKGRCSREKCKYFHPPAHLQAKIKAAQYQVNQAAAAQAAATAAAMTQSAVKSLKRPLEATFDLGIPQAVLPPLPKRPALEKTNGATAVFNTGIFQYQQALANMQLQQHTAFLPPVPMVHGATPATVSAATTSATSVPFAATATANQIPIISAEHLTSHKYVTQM
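TR-FRET between His-tagged MBNL1 and biotin-(CUG)12 RNA, detected with Tb anti-His antibody (0.055 ng/ul) and streptavidin-XL665 (5 nM), 60 min at room temperature. Compounds titrated 92 nM to 58 uM; 665/545 nm ratio normalized to buffer and complex controls.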
A-T KAP1 phos – candidate therapy for ataxia-telangiectasia | […] A-T fibroblasts, KAP-1 phosphorylation AlphaLISA; neocarzinostatin DNA damage 30 min before lysis | Potency, µM (titrated, usually from 57.5 µM), without a hit: at the top dose activation, hits mostly activators | hit rate 0.19% among 320,000 | AID 485349; further: potency means the concentration at half of the fitted maximal effect; % of control where 0% means no effect; nearly all actives have a fitted effect of over 45% in size
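hTERT-immortalized A-T patient fibroblasts ([…]), 500 cells/well in OPTI-MEM, 1% FBS, got compounds for 60 min, then NCS for 30 min at 37C. Lysates were then assayed for phospho-KAP-1 by AlphaLISA (anti-pKAP1 donor, anti-KAP1 acceptor beads), 6 hr at 25C.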
CXXC DNA block – blocks binding of human MLL CXXC domain to DNA; Q03164; AID 2662; hit rate 0.037% among 290,000; MLL-CXXC / FITC-HOXA9 DNA fluorescence polarization; Potency, µM (doses to about 115 µM), without a hit: top-dose activity change, negative = inhibition, hits mostly inhibitors; active means well fitted inhibition curve with a large enough effect in the polarisation, with a control signal flat, not every such curve was filed as active; inconclusive means small, poorly fitted or top-dose-only effect, or effect the other way, or a change in a side signal; inactive means no such curve, though single readings can be large or run the other way; the % refers to the polarisation; further: potency means the concentration at half of the fitted maximal effect
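Fluorescence polarization: 7 uM MLL-CXXC (stock) preincubated 5 min with compounds, then 50 nM fluorescein-HOX-A9 DNA (stock) added; 30 min ambient. Buffer 50 mM Tris-HCl pH 7.5, 50 mM NaCl, 1 mM DTT, 0.05% BSA.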
Menin-MLL TR inh – displaces Texas Red mutant MLL peptide from human menin. hit rate 0.23% among 270,000. Potency, µM (doses to about 61.6 µM), for the others: at the top dose FP activity change, negative = inhibition, hits mostly inhibitors. Menin + Texas Red MLL mutant peptide, fluorescence polarization; active means well fitted inhibition curve with a large enough effect in the polarisation, with a control signal flat, not every such curve was filed as active; inconclusive means small, poorly fitted or top-dose-only effect, or effect the other way, or a change in a side signal; inactive means no such curve, though single readings can be large or run the other way; the % refers to the polarisation; further: potency means the concentration at half of the fitted maximal effect; % of control where 0% means no effect; many of its hits are not listed in these tables
a7 integrin act – activators of alpha7 integrin expression for muscular dystrophy | alpha7betagal myoblasts, beta-gal FDG fluorescence, 48 h | Potency, µM (doses to about 38.3 µM), for the others: at the highest dose activation, actives largely listed as activators | hit rate 0.064% among 350,000 | AID 624291;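 further: potency means the concentration at half of the fitted maximal effect; 100% = response of the positive control SU9516; nearly all actives have a fitted effect of over 60% in size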
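Alpha7betagal+/- myoblasts (passage 13) were plated 16-24 hr, then exposed to compounds (1:260 dilution of DMSO stock) for 48 hours at 37C. After MPER lysis, β-galactosidase reporter activity was read as FDG fluorescence (ex 480/em 540) after 30 minutes.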
Mito fusion act – mitochondrial division inhibition or fusion activation; S. cerevisiae fusion-defective mutant growth rescue, CellTiterGlo 48 h; Potency, µM (doses to about 46.1 µM), for the others: at the top dose growth rescue (activation), most hits filed as activators; hit rate 0.23% among 320,000;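 further: potency means the concentration at half of the fitted maximal effect; % of control where 0% means no effect; nearly all actives have a fitted effect of over 45% in size; temperature-sensitive fusion mutants such as fzo1-1 at 37 °C on non-fermentable ethanol glycerol medium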
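Luminescent cell viability in 1536-well qHTS format served as the measure of rescued growth in ts fusion-mutant S. cerevisiae cultured on non-fermentable YPEG for 48 hours at 37C.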
* = called active by the depositor; ? = inconclusive; . = not tested or not shown; [ ] = dose if it differs, or a comment. Unless noted, the call rests on the fitted dose curve; in most records, active means well fitted curve in the direction sought with a large enough effect; inconclusive means small, poorly fitted or top-dose-only effect, or another doubt; inactive means no such curve, though single readings can be large; an effect the other way counts as inactive or inconclusive. This is a subset. The share of hits here may be higher or lower than overall.

SMILES | TCR act | ASM inhibitor | TSHR antagonist | PTAP TSG101 blk | MBNL1-CUG inh | A-T KAP1 phos | CXXC DNA block | Menin-MLL TR inh | a7 integrin act | Mito fusion act
COc1cc(OC)cc(C(=O)NC2CCN(CC(=O)Nc3cccc4ccccc34)CC2)c1 | -5.4%[46.1 µM] | -1.4% | 6.4 | -3.6% | -1.3% | -6.4% | -4.7% | ? | -24.2% | -18.3%
COC(=O)c1ccc2c(c1)NC(=O)C(N1CCCCC1)S2 (configuration not stated) | 1.0% | 6.0% | 2.6 | -1.3% | -9.7% | -8.0% | -2.1% | -20.8% | 19.1% | 3.1%
COc1ccc(N(CC(=O)NCCSCc2cccc(Cl)c2)S(C)(=O)=O)cc1 | -7.3% | 0.3% | -0.8 | -4.0% | 0.5% | -3.1% | 0.4% | -9.5% | -32.5% | -0.4%
O=C1NC[C@H](c2ccccc2)OC(=O)[C@H](Cc2ccc(F)cc2)C/C=C\C[C@@H]1CC(=O)N(CCO)Cc1ccccc1 | -1.6% | -7.1% | -9.5 | . | . | 3.0% | . | . | 29.0% | .
CC1CC1C(=O)OCC(=O)Nc1ccc(Cl)cn1 (configuration not stated) | . | 5.2% | . | -4.0% | . | -0.6% | . | . | 8.1% | .
O=C(Nc1ccc(N2CCOCC2)cc1)c1nc2ccccc2s1 | 9.6% | 3.0% | 9.7 | -4.3% | -9.5% | 11.2% | 1.3% | . | 0.7% | 3.3%
O=C(Nc1ccc(NS(=O)(=O)c2ccccc2)cc1)c1ccccc1Cl | 2.3% | -2.5% | -12.9 | -0.1% | . | 16.3% | . | . | 24.0% | .
N#C/C(=C\c1ccccc1OCc1ccc(C(=O)O)cc1)c1ccccc1 | -3.2% | 10.8% | -6.2 | 0.6% | 6.2% | 0.2% | 8.1% | 15.3% | -12.5% | -4.9%
O=C(COC(=O)Cn1ccc(=O)[nH]c1=O)Nc1ccc(F)cc1 | -3.8%[46.1 µM] | 1.5% | 21.1 | -0.1% | . | 24.4% | . | . | 7.7% | .
CCn1c(SCC(=O)O)nnc1-c1ccccc1OC | 2.3% | 1.9% | -18.5 | 5.3% | -3.6% | -5.2% | 4.1% | 11.0% | -14.4% | 2.3%
COc1ccc(C(=O)c2c[nH]c3ccccc23)cc1 | -11.6% | -0.4% | . | -4.6% | -2.2% | . | -2.5% | 14.2% | 11.6% | -2.9%
CCOc1ccc(/C=N/Nc2ccc(C(F)(F)F)cc2[N+](=O)[O-])cc1O | 10.9% | -16.1% | 23.1 | -4.6% | -7.6% | -16.7% | -4.8% | ? | 0.8% | -0.9%
O=C(NS(=O)(=O)c1ccccc1)c1ccccc1 | 1.8% | 0.8% | -2.9 | -4.5% | -4.1% | -2.2% | -3.7% | -3.8% | -18.3% | 0.3%
CCOc1ccc(NC(=O)N2CCC(n3nnc4ccccc43)CC2)cc1 | 1.0% | 9.0% | 4.6 | -7.3% | -0.9% | -1.5% | -4.3% | 2.8% | ? | 1.5%
OC(CNCCNc1ncccc1C(F)(F)F)COc1ccc(F)cc1 (configuration not stated) | -2.1% | -3.4% | 13.8 | -0.7% | 2.8% | 12.3% | 44.3% | . | -4.5% | -2.9%
CCOC(=O)Cn1cnc(-c2ccc([N+](=O)[O-])cc2)c1 | 1.3%[46.1 µM] | -0.5% | 3.1 | -1.2% | ? | 9.9% | 10.2% | 3.4% | 3.7% | -1.7%
COC(=O)c1ccc(OCC(O)CN2C(=O)NC(C)(C)C2=O)cc1 (configuration not stated) | 2.6% | -3.6% | 4.2 | -0.8% | -1.4% | 4.5% | -1.5% | 8.5% | 5.3% | -5.1%
COc1cc(C(=O)N/N=C/c2ccc(OC)c(CN3CCN(c4ccc(F)cc4)CC3)c2)ccc1O | 2.2% | -0.1% | -1.8 | -12.5% | 31.6µM* | -3.3% | 38.4%[activator] | 11.5% | 22.6% | 0.2%
CC(C)(C)c1ccc(C(=O)Nc2nnc(Cc3c[nH]c4ccccc34)s2)cc1 | -0.2%[46.1 µM] | -5.7% | 30.4 | 2.9% | -11.9% | -0.3% | 7.5% | -0.7% | -15.3% | 20.7%
COC(=O)N1N=C(c2ccccc2)CC1(O)C(F)(F)F (configuration not stated) | . | 5.4% | 25.2 | -5.5% | -14.4% | -2.8% | -9.9% | . | 9.1% | -0.7%
Cc1ccc(S(=O)(=O)N2CCC(C(=O)NNC(=O)c3ccc(F)cc3)CC2)cc1 | -1.0% | -0.5% | -2.9 | -0.7% | -4.8% | 1.6% | 4.7% | -8.9% | 6.0% | -6.1%
O=C(c1nn(-c2ccccc2)c(=O)c2ccccc12)N1CCN(c2ncccn2)CC1 | 1.9% | 4.0% | 3.9 | -0.1% | 2.9% | -0.2% | 21.1% | -20.8% | -6.8% | 0.1%
O=c1c2ccccc2cnn1Cc1n[nH]c(=S)n1-c1ccc(Cl)cc1 | -2.1%[46.1 µM] | 2.9% | 3.9 | -1.9% | -2.4% | 10.6% | 8.1% | 17.0% | -11.7% | -2.9%
O=S(=O)(Cc1ccccc1)N1CCC(c2nc(-c3cccs3)no2)CC1 | -5.7% | -11.1% | -3.6 | -5.1% | -4.7% | 21.0% | -1.1% | 1.3% | 6.6% | 1.1%
COc1cc(NC(=O)c2cccs2)c(OC)cc1NC(=O)Nc1ccc(F)cc1 | -1.6% | -23.5% | -4.2 | -10.3% | -2.0% | -13.3% | 30.4%[activator] | ? | 18.8% | 1.2%
COCCN(CCOC)Cc1c(C)[nH]c2ccccc2c1=O | -0.2% | -1.7% | 12.0 | -4.3% | -11.0% | 2.0% | -4.5% | -1.0% | 19.6% | -1.5%
C/C(=C/C(=O)N1CCc2ccccc21)C(=O)O | -2.1%[46.1 µM] | 4.1% | 21.1 | 0.5% | -14.5% | 1.5% | 5.3% | -9.4% | -2.3% | 0.7%
O=C(/C=C/c1ccc(O)c(O)c1)c1ccc(S(=O)(=O)N2CCCCCC2)cc1 | 5.6%[46.1 µM] | -13.9% | -24.3 | 0.8% | -5.8% | -6.8% | -6.3% | ? | -46.6%[inhibitor] | 8.3%
CN(C)CCN1C(=O)c2cccc3cc([N+](=O)[O-])cc(c23)C1=O | 0.2% | -3.1% | . | -17.2% | . | . | . | . | -55.5%[inhibitor] | .
COc1cccc(NC(=O)CN(C)C(=O)COc2ccc3ccccc3c2)c1 | -1.1%[46.1 µM] | -1.1% | 3.3 | -1.3% | -4.7% | -4.1% | 5.6% | 4.2% | 11.9% | -0.8%
Cc1ccsc1C1NC(=O)c2ccccc2N1 (configuration not stated) | -2.3%[46.1 µM] | 78.6%[activator] | -6.8 | -2.0% | -8.6% | 1.6% | 1.0% | -13.1% | -9.2% | 2.1%
COc1ccc(/C=N/N=C2/NC(=O)C(CC(=O)NC(C)C)S2)cc1 (configuration not stated) | 13.8% | -0.4% | 1.1 | -3.0% | -1.1% | -0.3% | -11.1% | 5.9% | 15.1% | -0.2%
COc1cc(NC(=O)Cc2cccs2)c(C(=O)O)cc1OC | 1.3% | 2.8% | 5.9 | -3.1% | -16.3% | 1.1% | 3.8% | 0.4% | -17.7% | -0.9%
Cn1c(CSc2nc3ccccc3s2)nnc1SCC(=O)NCc1cccnc1 | -5.6% | 7.7% | . | -2.4% | . | . | . | . | -26.3% | .
O=C(COc1ccccc1)N=C1SC2CS(=O)(=O)CC2N1c1ccc(F)cc1F (configuration not stated) | -0.7% | -1.3% | -6.2 | -1.5% | 0.7% | 5.3% | 8.8% | 15.1% | 3.3% | 1.0%
CCCCCN(C(=O)CCC(=O)OC(C)C(=O)c1ccccc1)c1c(N)n(CCCC)c(=O)[nH]c1=O (configuration not stated) | 10.0% | -2.1% | 0.7 | -1.4% | . | -5.0% | . | . | 5.8% | -3.3%
CCOC(=O)C1=NNC2(c3ccccc3)C(=O)N(c3cccc(Br)c3)C(=O)C12 (configuration not stated) | 6.9% | -1.0% | 1.4 | 1.0% | -13.2% | -1.5% | 16.3% | -6.2% | 12.1% | -7.7%
CCCc1nnc(NC(=O)CCC(=O)N2CCCCCC2)s1 | -1.7% | 2.4% | 26.9 | -3.5% | -9.0% | 19.5% | -3.8% | -4.5% | 1.4% | -3.3%
CCCSc1nc(C)c(CC(=O)O)c(=O)[nH]1 | 3.9% | 2.2% | -2.2 | -1.0% | -6.1% | -0.4% | 4.5% | -6.2% | 3.8% | -0.8%

Bioassay records deposited in PubChem BioAssay by National Center for Advancing Translational Sciences (NCATS).
